# Bioassay records: PubChem, The Scripps Research Institute Molecular Screening Center
# SIAE primary – blocks human sialic acid acetylesterase; Q9HAT2; SIAE FP-Rh probe binding, fluorescence polarization; inhibition, % at 9.66 µM; hit rate 0.69% among 370,000;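 active means inhibition above a cutoff: mean of compounds within the control limits plus 3 SD of those, cut at about 17% in these data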;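 further: 0% = plate median of compound wells and 100% = probe without SIAE protein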
# DDE Tn7 FP inh – inhibitors of Tn7 peptide binding to human fibrin DD(E). P02675. FP displacement of FITC-Tn7 peptide from fibrin DD(E); 0% = median of compound wells per plate. inhibition, % at 8.3 µM. hit rate 0.13% among 370,000. AID 720508;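 active means inhibition above the mean of compounds falling within the control limits plus 3 SD of them, cut at about 14% in these data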;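 further: 0% = plate median of compound wells and 100% = 10 µM Aha-Tn7 peptide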
#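 system = human fibrin DD(E) protein | quantity = DD(E) 2 µM final | medium = Tris/NaCl/CaCl2 buffer, pH 7.8 | also added = labelled Tn7 tracer, 0.1 µM | compound dosing = single point at 8.3 µM | timing = compound with protein 10 min, then 3 h after probe, room temperature | signal = FP measurement | benchmarks = Aha-Tn7 high control | repeats = one replicate per compound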
# ASAP1 inh – blocks human ASAP1-stimulated Arf1 GTP hydrolysis; Q9ULH1; GDP FP detection; inhibition, % at 16.5 µM; hit rate 0.19% among 360,000; AID 624377; in the data active means inhibition above about 25%;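 further: 0% = vehicle with enzyme and substrate and 100% = no enzyme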
# PLCg1 inh – blocks human PLC-gamma1 enzyme activity; purified PLC-gamma1, fluorogenic substrate, fluorescence; P19174; hit rate 0.84% among 370,000; inhibition, % at 12.2 µM; in the data active means inhibition above about 9.5%
# Target sequence (P19174 whole entry, looked up): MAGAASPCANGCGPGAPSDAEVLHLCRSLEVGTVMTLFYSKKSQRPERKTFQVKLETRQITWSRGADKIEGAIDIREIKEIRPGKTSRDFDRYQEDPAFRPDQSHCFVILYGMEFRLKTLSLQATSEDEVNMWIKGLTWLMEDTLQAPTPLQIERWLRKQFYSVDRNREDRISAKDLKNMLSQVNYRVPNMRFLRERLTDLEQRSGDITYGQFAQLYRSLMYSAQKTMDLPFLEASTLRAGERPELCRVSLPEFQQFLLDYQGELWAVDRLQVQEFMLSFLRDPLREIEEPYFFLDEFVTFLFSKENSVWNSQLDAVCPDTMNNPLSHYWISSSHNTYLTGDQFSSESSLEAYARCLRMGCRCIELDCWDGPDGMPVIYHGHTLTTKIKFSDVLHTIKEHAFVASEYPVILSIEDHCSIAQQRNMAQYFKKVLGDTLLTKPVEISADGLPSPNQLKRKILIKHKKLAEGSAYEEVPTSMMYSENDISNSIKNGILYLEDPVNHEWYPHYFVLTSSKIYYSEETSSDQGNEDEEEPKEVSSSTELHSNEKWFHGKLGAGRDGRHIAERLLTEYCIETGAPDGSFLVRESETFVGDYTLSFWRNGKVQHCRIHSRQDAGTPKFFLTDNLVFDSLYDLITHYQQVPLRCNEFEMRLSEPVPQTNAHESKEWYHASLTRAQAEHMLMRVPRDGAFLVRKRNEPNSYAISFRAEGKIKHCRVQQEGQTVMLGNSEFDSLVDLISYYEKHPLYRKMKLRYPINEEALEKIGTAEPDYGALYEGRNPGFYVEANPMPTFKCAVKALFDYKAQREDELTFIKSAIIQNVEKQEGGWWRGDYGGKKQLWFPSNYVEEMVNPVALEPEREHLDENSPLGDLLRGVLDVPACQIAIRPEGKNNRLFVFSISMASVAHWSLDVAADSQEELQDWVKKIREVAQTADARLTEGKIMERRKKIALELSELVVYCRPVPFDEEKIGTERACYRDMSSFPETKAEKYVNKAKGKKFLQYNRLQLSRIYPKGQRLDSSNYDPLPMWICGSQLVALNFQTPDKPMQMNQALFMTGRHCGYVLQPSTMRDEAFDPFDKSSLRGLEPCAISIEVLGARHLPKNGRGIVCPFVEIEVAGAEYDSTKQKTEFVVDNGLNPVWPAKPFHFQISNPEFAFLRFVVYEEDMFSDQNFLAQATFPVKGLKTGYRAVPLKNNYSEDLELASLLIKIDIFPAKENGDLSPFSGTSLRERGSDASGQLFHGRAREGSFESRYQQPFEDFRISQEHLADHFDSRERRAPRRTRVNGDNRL
# ADAM10 inh – inhibitors of human ADAM10; inhibition, % at 7 µM; hit rate 0.62% among 370,000; O14672; AID 720582; recombinant ADAM10, EDANS/DABCYL FRET peptide cleavage, 3 h;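 active means inhibition above a per-campaign cutoff equal to the mean of compounds falling between control-based bounds plus 3 SD, cut at about 20% in these data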;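 further: 0% = DMSO wells while the 100% control is not disclosed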
# PLC-beta3 inh – blocks human PLC-beta3 enzyme activity | inhibition, % at 12.2 µM | Purified PLC-beta3, fluorogenic substrate, fluorescence | hit rate 0.18% among 370,000 | Q01970; in the data active means inhibition above about 11%;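 further: 0% = median of compound wells on plate and 100% = full blocker control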
# TDP2 inh – blocks human TDP2 phosphodiesterase activity | O95551 | recombinant TDP2, T5PNP hydrolysis, p-nitrophenol absorbance 415 nm | inhibition, % at 12.8 µM | hit rate 0.34% among 370,000;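 active means inhibition above the mean of all tested compounds plus 3 SD, set per campaign, cut at about 25% in these data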;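 further: 0% = DMSO with enzyme and 100% = buffer with substrate but no TDP2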
#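 Evaluation: % inhibition relative to enzyme-containing and enzyme-free wells. Material: recombinant human TDP2. Benchmarks: enzyme-free and DMSO wells. Timing: enzyme reaction with compound for 2 h at 37 °C. Compound dosing: 12.8 µM only. Measured by: p-Nitrophenol epi absorbance. Reagent: T5PNP substrate at 5 mM, a TopII-DNA adduct mimic. Replication: single well per compound.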
# ARFGAP1 inh – inhibitors of rat ARFGAP1 | Arfgap1-stimulated ARF1 GTP hydrolysis, GDP FP detection | Q62848 | inhibition, % at 16.5 µM | hit rate 0.26% among 360,000;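 active means inhibition above a per-plate limit, mean inhibition of low control wells plus 3 SD, cut at about 25% in these data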;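 further: 0% = DMSO wells with enzyme and 100% = wells lacking Arfgap1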
#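 Material: rat Arfgap1 GAP domain (His6, aa 1-136), purified enzyme. Also added: human ARF1(Δ1-17)-GTP substrate. Compound dosing: 16.5 µM single point, 1.26% DMSO. Timing: enzyme reaction 120 min at 25 °C after 20 min preincubation. Signal: GDP detection by fluorescence polarization. Read-out basis: percent inhibition of GAP-stimulated GDP formation, scaled between DMSO and no-Arfgap1 medians.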
# DDE Tn6 FP inh – inhibitors of Tn6 peptide binding to human fibrin DD(E); P02675; Fibrin DD(E) TRITC-Tn6 fluorescence polarization displacement; inhibition, % at 8.3 µM; hit rate 0.21% among 370,000; AID 720509;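 active means inhibition above a per-campaign cutoff: mean of compounds within control limits plus 3 SD, cut at about 15% in these data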;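 further: 0% = median of all compound wells on the plate and 100% = blocking peptide control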
# ADAM17 inh – ADAM17 inhibition, QFRET primary screen. P78536. recombinant ADAM17, EDANS/DABCYL FRET peptide cleavage. inhibition, % at 6.95 µM. hit rate 0.83% among 370,000. AID 720648;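 active means inhibition above the mean of compounds lying between control limits plus 3 SD, set per campaign, cut at about 8.5% in these data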;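 further: 0% = DMSO-only wells as the low control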
# Active calls of the source: *.
SMILES,SIAE primary,DDE Tn7 FP inh,ASAP1 inh,PLCg1 inh,ADAM10 inh,PLC-beta3 inh,TDP2 inh,ARFGAP1 inh,DDE Tn6 FP inh,ADAM17 inh
Cc1nn(-c2ccccc2)c(Cl)c1CN(C(=O)CCl)c1cccc2ccccc12,5.9,3.9,2.6,-0.4,3.0,-1.8,-3.8,-12.9,6.7,2.9
CCc1nc2ccc(C(=O)N3CCN(C(=O)c4ccco4)CC3)cn2c1N(C)C(=O)COc1ccccc1,4.1,4.6,9.6,-3.8,-10.3,-8.5,-2.2,-14.0,2.5,-5.8
CC(C)(C)n1nnnc1CN(Cc1cccnc1)Cc1ccccc1Cl,1.9,-7.1,6.7,4.9,-2.2,0.7,-8.0,12.8,0.1,-0.7
O=C(NCCCNC(=O)c1cc(Cl)ccc1Cl)c1ccccn1,-3.7,-1.3,-4.2,3.4,1.3,-2.6,-4.7,2.0,1.8,-1.1
Cn1cc(CN2CCCC(C(=O)c3nccn3C)C2)c(-c2cccc(Cl)c2)n1 (stereo not drawn),-1.9,5.3,9.5,1.6,3.8,1.3,4.8,2.2,3.3,-1.5
O=S(=O)(Cc1ccccc1)/C1=C(\N2CCOCC2)CCCCCC1,-0.5,0.0,-0.3,3.1,-1.0,0.0,10.7,-4.9,1.0,-0.3
CNCCc1ccccn1,-3.5,-2.0,-1.3,0.2,4.8,0.2,-1.1,10.5,0.3,-0.1
N#Cc1cc(-c2ccccc2)cnc1Cl,-0.6,-7.8,3.8,2.6,10.4,5.2,-15.2,-7.0,5.2,3.1
CCCCNC(=O)C[C@H]1C[C@@]2(C(=O)OC)C(=C[C@H](C(C)(C)C)O[C@@H]2C)N(Cc2ccc3c(c2)OCO3)C1=O,7.7,-1.8,-2.0,0.7,4.9,4.9,1.9,-1.4,-0.3,2.0
CN(CC(=O)NCc1ccc(F)cc1)S(=O)(=O)c1ccc2c(c1)n(C)c(=O)c(=O)n2C,0.1,-0.2,-0.6,-8.3,-28.0,-15.3,-8.6,-0.8,1.1,-8.1
CC1CCN(c2ccc(C(=O)NCc3ccc4c(c3)OCO4)cc2[N+](=O)[O-])CC1,13.5,0.1,0.6,2.4,16.9,1.9,-10.9,-9.9,-6.3,8.4
CCOc1cc(N2CCOCC2)c(OCC)cc1NC(=O)CN1C(=O)C2C3C=CC(C3)C2C1=O (stereo not drawn),-7.1,-7.3,-4.7,4.2,3.6,4.6,-12.4,8.3,2.5,1.1
Cc1c(C(=O)NC2CCCCC2)sc2ncnc(N3CCN(c4ccccc4)CC3)c12,-2.6,-2.9,-7.3,-3.2,0.7,-7.6,10.1,6.9,-1.4,-3.2
O=C(CNC(=O)c1ccco1)OCc1c(F)cccc1Cl,2.2,6.4,-0.5,-0.2,-1.9,0.3,-6.2,0.8,5.6,0.2
CN(Cc1ccccc1)C(=O)COC(=O)CCNC(=O)c1ccccc1Cl,0.0,9.6,-5.3,2.4,-9.5,-2.4,9.1,-11.2,3.0,-6.0

# Brought forward from above: two compounds, followed by the next part.
SMILES,SIAE primary,DDE Tn7 FP inh,ASAP1 inh,PLCg1 inh,ADAM10 inh,PLC-beta3 inh,TDP2 inh,ARFGAP1 inh,DDE Tn6 FP inh,ADAM17 inh
O=C(CNC(=O)c1ccco1)OCc1c(F)cccc1Cl,2.2,6.4,-0.5,-0.2,-1.9,0.3,-6.2,0.8,5.6,0.2
CN(Cc1ccccc1)C(=O)COC(=O)CCNC(=O)c1ccccc1Cl,0.0,9.6,-5.3,2.4,-9.5,-2.4,9.1,-11.2,3.0,-6.0
COc1ccccc1CN=c1c([N+](=O)[O-])nn(-c2ccc3c(c2)OCCO3)n1O,-9.7,-3.0,-1.8,6.1,5.6,8.8,-24.8,-3.5,2.3,7.2
COc1cccc(/C=N/NC(=O)CCn2c3ccccc3c3ccccc32)c1,-8.9,0.8,5.7,-0.2,5.3,-2.8,14.3,-5.3,-5.8,2.9
COC(=O)c1c(NC(=O)CN2CCN(C(=O)c3ccco3)CC2)c2cc(C)ccc2n1C,-2.1,-10.6,14.1,-15.8,-16.2,-22.1,2.1,0.2,-1.2,-6.5
COc1ccccc1C(=O)Nc1ccc(S(=O)(=O)Nc2onc(C)c2C)cc1,6.6,2.2,-18.0,0.8,9.1,-3.2,-2.9,-14.0,-0.1,0.5
O=C(COC(=O)c1cc(-c2cccc3ccccc23)nc2ccccc12)NC1CCS(=O)(=O)C1 (stereo not drawn),25.3*,-4.7,-16.6,-144.2,-37.1,-203.0,-2.5,3.2,29.8*,-10.4
Cc1nnc(SCC(=O)Nc2nnc(-c3ccccc3)o2)s1,5.6,11.6,-1.2,-1.5,-18.3,-3.5,-9.2,-12.2,0.5,-5.9
C/C(=C\[C@@H](NP(=O)(c1ccccc1)c1ccccc1)c1ccccc1)CO[Si](c1ccccc1)(c1ccccc1)C(C)(C)C,5.5,-0.8,12.6,1.0,2.7,-1.0,6.2,-3.3,-8.2,-5.1
COc1ccc(-c2nc(C(N)=O)c3[nH]c(=O)n(-c4cccc(Cl)c4)c3n2)cc1OC,-10.6,1.1,-9.2,1.6,-6.9,0.1,-0.4,-1.1,-6.9,-8.5
Cc1ccc(N(CC(=O)NCC2CCCO2)C(=O)CCC(=O)Nc2nccs2)cc1 (stereo not drawn),0.9,-6.1,-19.0,1.3,-6.9,-4.8,19.7,5.6,-5.3,-1.7
O=C(CCSc1ccc(F)cc1)Nc1ccc(-n2cnnn2)cc1,-4.2,-7.5,-3.8,2.5,-1.3,1.9,2.6,2.9,-1.8,-2.3
COc1ccc(CC(=O)Nc2ccc(S(=O)(=O)Nc3ncccn3)cc2)cc1OC,-1.2,-2.0,12.4,0.5,-3.4,-10.3,6.0,-0.7,-11.0,-5.9
CCN=C1NC(c2ccccc2)C(C(=O)OC)=C(C)N1Cc1ccc(C(F)(F)F)cc1 (stereo not drawn),5.4,-4.1,5.6,1.3,-8.9,3.0,-2.9,-0.3,-5.2,-3.1
CC1CCN(C(=O)c2ccc3c(c2)NC(=O)/C(=C/c2ccccc2)S3)CC1,-13.9,4.5,-6.2,-14.8,-0.1,-25.5,0.9,1.6,6.0,1.1
O=C(O)CCN(Cc1ccccc1)S(=O)(=O)c1ccccc1Cl,4.9,-5.4,1.6,0.3,-2.0,-8.3,9.0,-7.8,-6.4,-4.0
COc1ccc(N(CC(=O)Nc2cc(Cl)ccc2C)S(=O)(=O)c2c(C)noc2C)cc1,7.1,0.1,-2.3,2.2,-1.4,-7.8,6.0,9.8,5.2,-3.8
O=C(CN1CCc2ccccc2C1)Nc1ccc(F)cc1F,-6.0,-2.0,1.6,10.5*,4.1,-2.0,-17.2,12.5,-1.7,3.0
Cc1cc(C)nc(NS(=O)(=O)c2ccc(NC(=O)COc3ccccc3)cc2)n1,-6.8,-3.2,0.3,0.8,0.6,-68.6,10.7,-7.2,-9.0,-16.2
O=C(Nc1ccccc1Cl)c1ccc([N+](=O)[O-])o1,-2.5,8.0,-0.3,0.3,3.6,-8.7,19.0,5.4,1.6,-1.8
Cc1ccc(NC(=O)C(C)Sc2nnc(-c3cccnc3)o2)cc1 (stereo not drawn),-4.6,-2.3,-0.3,2.0,0.6,0.5,11.0,-4.5,7.3,-2.7
Cc1sc(NC(=O)c2ccco2)c(C(c2cccnc2)N2CCN(CCO)CC2)c1C (stereo not drawn),2.3,0.2,-0.5,-11.0,-5.2,-13.3,4.0,4.1,1.0,1.9
O=C1CC2(CCN(C(=O)c3ccccc3Cl)CC2)Oc2ccccc21,3.9,3.2,-6.5,-16.5,-85.3,-15.0,-1.7,9.5,2.3,-30.4
Cc1cc(N2CC(C)OC(C)C2)nc2ccccc12 (stereo not drawn),3.7,-5.5,2.6,-17.5,-198.6,-21.4,-8.4,9.3,-3.1,-61.4
CCCCn1ccnc1C(=O)c1cccc(S(=O)(=O)N2CC(C)CC(C)C2)c1 (stereo not drawn),-3.2,-0.7,-2.3,3.3,14.6,5.5,-7.0,-2.7,-6.8,3.3
O=C(C[C@H]1C[C@H](C(=O)N2CCOCC2)[C@@]2(CCC3CCCC3)c3[nH]c4cc(-c5ccco5)ccc4c3CCN2C1=O)NCc1cccc(C(F)(F)F)c1,-5.8,3.6,6.9,-203.6,-195.0,-378.4,0.9,15.1,2.9,-62.7
S=C(NCCc1ccccn1)Nc1ccc(Cl)cc1,-1.4,-4.5,-0.1,-1.3,13.1,0.6,3.6,2.1,-4.6,0.3
Cc1cccc(N2C(=O)CC(N3CCN(c4ccccn4)CC3)C2=O)c1 (stereo not drawn),2.2,5.2,6.2,1.1,3.0,1.4,-0.4,0.1,2.2,1.2
C/C(=N\NC(=O)c1ccc(O)cc1O)c1cccnc1,2.4,-1.2,7.1,-22.0,-10.0,-23.7,-3.9,5.0,8.4,-2.6
CCC(C(=O)NC1CCCCC1)n1c(SCc2cccc(F)c2)nc2ccncc21 (stereo not drawn),-6.6,-1.9,3.6,3.4,-11.6,1.3,-7.0,3.9,-3.4,-0.7
O=C(NCCc1ccccc1)c1ccc(CS(=O)Cc2ccc(Cl)cc2)o1 (stereo not drawn),-5.1,-3.6,0.2,4.6,13.9,-4.1,-2.2,20.2,-2.8,-1.5
CC(C)(c1ccccc1)c1ccc(OCC(O)CN2CCCC2)cc1 (stereo not drawn),-14.1,2.8,9.4,1.3,7.3,-4.7,-11.0,-1.5,2.7,-3.0
Cc1cc(C(C)(C)C)c(OC(=O)[C@@H]2OC(c3ccccc3)=C[C@H]2c2ccccc2)c(C(C)(C)C)c1,10.4,-2.5,-3.0,-1.0,4.6,5.6,7.5,6.0,-4.9,-2.4
CC(OC(=O)CCN1C(=O)c2cccc([N+](=O)[O-])c2C1=O)C(=O)Nc1cc(Cl)cc(Cl)c1 (stereo not drawn),11.6,2.9,7.2,-5.0,10.8,-8.3,4.0,1.0,-2.1,3.9
O=C(O)c1ccc(-n2cncn2)c([N+](=O)[O-])c1,5.0,-3.9,-0.9,1.2,-0.6,-4.7,-1.2,-3.1,-7.4,-3.1
CNC(=O)CN(c1cc(C)ccc1C)S(C)(=O)=O,0.8,-1.8,9.2,4.5,4.3,2.5,-2.5,7.1,-1.3,0.9
CCOc1ccc(-n2c(SCc3ccc(C(=O)OC)o3)nc3c(c2=O)SCC3)cc1,2.8,4.5,-18.0,0.1,3.7,0.5,7.5,4.4,11.2,-2.5
